# From PubChem
# RNase H inhibition: RNase H inhibition, HIV 1 Gag Pol polyprotein, FRET biochemical assay, screening (AID 372); actives 0.77% (n = 100,000); HIV-1 RT RNase H, FRET RNA/DNA substrate fluorescence; higher % means a stronger effect; inhibition, % at 10 µM, or IC50 in µM where a hit was titrated; in the data active = inhibition above about 50%
# * hit, by the source's call. Some of the compounds tested; count on the stated rates, not on these rows.
SMILES,RNase H inhibition
CCOC(=O)C1=C(C)N=c2s/c(=C/c3cccc(Cl)c3Cl)c(=O)n2C1c1ccc(OC)cc1 (stereo unspecified),17%
CCN(CC)c1ccc(/C=N/NC(=O)CCC(=O)Nc2cccc(Cl)c2C)c(O)c1,6%
Cc1onc(-c2ccccc2)c1C(=O)N1CCCCCC1,18%
C#CCn1c(O)c(N=NC(=O)c2cc(Cl)ccc2O)c2cc(Br)ccc21,37%
CCCc1c(C)[nH]c2ccc(NC(C)=O)cc2c1=O,7%
Cc1cc(Br)ccc1N1C(=O)/C(=C/c2cc(C)n(C)c2C)C(=O)NC1=S,15%
O=C(NC(=S)Nc1ccccc1[N+](=O)[O-])c1cccc(Cl)c1,18%
CCCc1nc(N)c(C#N)c(-c2ccco2)c1CC,29%
O=C1/C(=C/c2cccc(Br)c2)SC(=S)N1CC(=O)N(CCO)c1ccccc1,9%
Cc1c(C(=O)Nc2ccc(S(=O)(=O)N3CCCCC3)cc2)cccc1[N+](=O)[O-],9%
COC1(OC)c2no[n+]([O-])c2C(OC)(OC)c2no[n+]([O-])c21,0%
CN1C(=O)C(=Cc2ccccc2OCc2ccc(F)cc2)C(=O)N(C)C1=S,7%
CC(=O)C(=Nc1ccccc1Cl)NNc1cccc(Cl)c1C,19%
CC(=O)c1ccc(NC2=C(Cl)C(=O)c3ccccc3C2=O)cc1,48%
Fc1ccc(NC(=S)Nc2ccc(Br)c(Cl)c2)cc1,7%
Cc1ccc(C(=O)NC(=S)Nc2ccc3oc(-c4cccc(F)c4)nc3c2)cc1,13%
O=C(Nc1ccc(Sc2ccc([N+](=O)[O-])cc2)cc1)c1ccc(-c2ccccc2)cc1,21%
COc1ccc(C(=O)N2CCN(Cc3cccc(C)c3)CC2)cc1,0%
O=C(Nc1ccc(Cl)cc1)Nc1nnc(-c2cccc(Br)c2)s1,16%
COc1ccc(CNC(=O)c2cnn3c(C(F)(F)F)cc(-c4ccc(C)cc4)nc23)cc1,0%
Cc1cc(C)c(S(=O)(=O)N2CCCC2)cc1S(=O)(=O)N1CCCC1,9%
O=C(COc1ccc(Br)cc1Br)Nc1cccc(Cl)c1,47%
O=C(COc1ccc2ccccc2c1)N1CCc2ccccc21,14%
CCOc1cc(/C=C(\C#N)C(=O)NCc2ccco2)ccc1OCC(N)=O,1%
CCOc1ccc(N2C(=O)CC(Cc3ccccc3)C2=O)cc1 (stereo unspecified),3%
Cc1ccsc1C=NN1CCN(Cc2ccccc2)CC1,8%
COc1cccc(OCCCN2CCOCC2)c1,0%
NC1=NC2(CCCCC2)N=C(Nc2ccc(F)cc2F)N1,19%
COc1ccc(C2NC(=O)CCC2[N+](=O)[O-])c(OC)c1OC (stereo unspecified),6%
N=c1oc2ccc([N+](=O)[O-])cc2cc1C(N)=O,8%
N#C/C(=C/c1cc(I)cc(I)c1O)C(=O)Nc1ccc(O)cc1,17%
COc1ccc(Cl)cc1C(=O)NCc1ccc(S(N)(=O)=O)cc1,27%
O=C(CN1CCCCCC1)N/N=C/c1ccc(F)cc1,11%
Nc1nonc1C(=O)N/N=C/c1cn(Cc2cccc(Cl)c2)c2ccccc12,10%
O=C1NN(c2cccc(Br)c2)C(=O)/C1=C/c1ccc(-c2cc([N+](=O)[O-])ccc2O)o1,8%
COc1ccc(C2=NCCNC(C(F)(F)F)=C2)cc1,15%
COc1ccccc1/C=N/NC(=O)CSc1nnc(C)n1-c1ccccc1,10%
Nc1nnnn1CC(=O)N/N=C/c1ccc(Cl)cc1,7%
O=C(Nc1ccc2oc(-c3cccc(I)c3)nc2c1)c1ccc([N+](=O)[O-])cc1Cl,6%
Cc1cccc(N2C(=O)NC(=O)/C(=C\c3cc(C)n(-c4cccnc4)c3C)C2=O)c1,13%
COc1ccc(C(=O)NC(C)c2ccccc2)cc1OC (stereo unspecified),0%
Cc1cc(C(=O)Nc2ccccc2C(=O)O)ccc1NC(=O)CC(C)C,0%
O=Cc1ccccc1OCc1ccc(Br)cc1,10%
CCN(CC)c1ccc(C=C2C(=O)NC(=S)NC2=O)cc1[N+](=O)[O-],12%
O=C(CN1C2=NCCCN2c2ccccc21)c1ccc(Br)cc1,5%
O=[N+]([O-])c1cc([N+](=O)[O-])c(N2CCN(c3ccccc3Cl)CC2)cc1Nc1ccc(Br)cc1,5%
COc1ccc(/C=C2/C(=O)NC(=O)N(Cc3ccc(F)cc3)C2=O)cc1,18%
CCOC(=O)C1=C(N)Oc2c(ccc3ccccc23)C1c1ccc(OC)cc1 (stereo unspecified),10%
CCCOc1ccc(C(=O)N/N=C/c2ccc(C)cc2C)cc1,10%
O=C1S/C(=C/c2ccccc2Cl)C(=O)N1CNc1cccc(C(F)(F)F)c1,4%
Cc1ccc(-c2cc3nc(C)c(C)c(=O)n3[nH]2)cc1,0%
CCN=Cc1c(O)n(-c2ccccc2OC)c(=O)[nH]c1=O,0%
CCOC(=O)c1ccc(N2C(=O)CC(N3CCN(c4ncccn4)CC3)C2=O)cc1 (stereo unspecified),8%
COc1ccccc1-n1c(O)c(C=Nc2c(C)n(C)n(-c3ccccc3)c2=O)c2ccccc2c1=O,14%
O=C(Nc1ccc(F)cc1)Nc1nnc(-c2ccc(Cl)cc2Cl)s1,30%
CS(=O)(=O)c1ccc(Cl)c(NC(=O)c2cccnc2)c1,3%
O=CN1CCN(C(=O)c2cc([N+](=O)[O-])ccc2Cl)CC1,9%
Cc1ccccc1OCC(=O)N1N=C(c2ccc(F)cc2)CC1(O)C(F)(F)F (stereo unspecified),7%
CCCOc1cccc(C(=O)Nc2cccc(OC)c2)c1,8%
O=C(Nc1cccnc1)C1CC2CCC1C2 (stereo unspecified),1%

# 22 compounds out of the list, arranged by length of the SMILES, falling.
SMILES,RNase H inhibition
O=C1NN(c2cccc(Br)c2)C(=O)/C1=C/c1ccc(-c2cc([N+](=O)[O-])ccc2O)o1,8%
Cc1cccc(N2C(=O)NC(=O)/C(=C\c3cc(C)n(-c4cccnc4)c3C)C2=O)c1,13%
COc1ccc(CNC(=O)c2cnn3c(C(F)(F)F)cc(-c4ccc(C)cc4)nc23)cc1,0%
CCN(CC)c1ccc(/C=N/NC(=O)CCC(=O)Nc2cccc(Cl)c2C)c(O)c1,6%
Cc1cc(Br)ccc1N1C(=O)/C(=C/c2cc(C)n(C)c2C)C(=O)NC1=S,15%
Cc1ccc(C(=O)NC(=S)Nc2ccc3oc(-c4cccc(F)c4)nc3c2)cc1,13%
O=C1S/C(=C/c2ccccc2Cl)C(=O)N1CNc1cccc(C(F)(F)F)c1,4%
COc1ccc(/C=C2/C(=O)NC(=O)N(Cc3ccc(F)cc3)C2=O)cc1,18%
CN1C(=O)C(=Cc2ccccc2OCc2ccc(F)cc2)C(=O)N(C)C1=S,7%
Cc1cc(C)c(S(=O)(=O)N2CCCC2)cc1S(=O)(=O)N1CCCC1,9%
CCOc1cc(/C=C(\C#N)C(=O)NCc2ccco2)ccc1OCC(N)=O,1%
O=C(Nc1ccc(F)cc1)Nc1nnc(-c2ccc(Cl)cc2Cl)s1,30%
COc1ccc(Cl)cc1C(=O)NCc1ccc(S(N)(=O)=O)cc1,27%
COc1ccc(C(=O)N2CCN(Cc3cccc(C)c3)CC2)cc1,0%
CCN=Cc1c(O)n(-c2ccccc2OC)c(=O)[nH]c1=O,0%
CCCOc1ccc(C(=O)N/N=C/c2ccc(C)cc2C)cc1,10%
N=c1oc2ccc([N+](=O)[O-])cc2cc1C(N)=O,8%
NC1=NC2(CCCCC2)N=C(Nc2ccc(F)cc2F)N1,19%
O=C(COc1ccc(Br)cc1Br)Nc1cccc(Cl)c1,47%
COc1ccc(C2=NCCNC(C(F)(F)F)=C2)cc1,15%
CCCOc1cccc(C(=O)Nc2cccc(OC)c2)c1,8%
COc1cccc(OCCCN2CCOCC2)c1,0%

# Next compounds.
SMILES,RNase H inhibition
COc1cccc(N2C(=O)NC(=O)/C(=C/C=C/c3ccco3)C2=O)c1,13%
CCOC(=O)c1c(NC(=O)c2c(C(=O)O)cccc2[N+](=O)[O-])sc(C)c1C,9%
CCOc1ccc(N2C(=O)/C(=C/c3ccc(C(C)C)cc3)C(=O)NC2=S)cc1,7%
CCCOC(=O)C1=C(C)NC2=C(C(=O)CC(c3ccccc3)C2)C1c1cccc(OC)c1 (stereo unspecified),19%
CC(C)(C)/C(O)=C/c1nc2cc([N+](=O)[O-])ccc2[nH]c1=O,8%
CCCC(C)NC(=O)c1ccc(-c2ccccc2)cc1 (stereo unspecified),0%
COc1ccccc1OCCCc1c(C)n[nH]c1C,0%
CSc1nc(O)c(Cc2ccccc2)c(=O)n1-c1ccccc1,0%
NC(=O)CCn1c(COc2ccc(Cl)cc2Cl)nc2ccccc21,5%
Cc1sc(-c2ccncc2)nc1-c1c[nH]c2ccccc12,31%
Cc1cccc(OCC(=O)Nc2c(C)cccc2C)c1,0%
O=C(CC1Nc2ccccc2NC1=O)Nc1ccc(Br)cc1 (stereo unspecified),16%
c1ccc(-c2noc(-c3ccc4ccccc4c3)n2)cc1,9%
Cc1ccccc1NC(=O)C(=O)NCCCN1CCOCC1,8%
Fc1ccc(C(N2CCOCC2)N2CCOCC2)cc1,0%
Cc1ccc(C)n1-c1ccc(C(=O)OCC(=O)c2ccc([N+](=O)[O-])cc2)cc1,11%
Cc1ccc(NC(=S)NC(=O)c2ccc(C)c(C)c2)cc1C,16%
N#C/C(=C/c1ccc(O)c([N+](=O)[O-])c1)C(=O)Nc1cccc(Br)c1,23%
COc1ccccc1OCCn1cc(/C=C2/C(=O)NC(=O)N(c3ccccc3)C2=O)c2ccccc21,37%
CC(C)(C)c1ccc(-c2nc3ccccc3[nH]2)cc1,11%
CNC(=S)N/N=C/c1cn(CCOc2ccccc2)c2ccccc12,8%
CC(C)COc1ccc(CSCCNC(=S)Nc2ccccc2)cc1,20%
CC(C)(C#CCN1CCCC1)OCCC#N,0%
COc1ccc(NC(=O)C2CN(S(=O)(=O)c3ccccc3)CCN2S(=O)(=O)c2ccccc2)c(OC)c1 (stereo unspecified),16%
O=C(Nc1ccccc1C(=O)O)c1cccc(NC(=O)c2ccccc2Br)c1,3%
COCCNC(=O)/C(=C\c1ccc(OC)cc1)NC(=O)c1ccccc1,16%
Cc1ccc(OCC(=O)Nc2cc(C(=O)O)cc(C(=O)O)c2)cc1C,4%
O=C(Nc1cccc(Cl)c1)c1cc(S(=O)(=O)N2CCOCC2)ccc1Cl,13%
CC(C)(C)c1cc(O)c(O)c(Br)c1,16%
CCOc1ccc(NC(=O)c2c(NC(=O)C(C)(C)C)sc3c2CCCC3)cc1,13%

# Quoted from above for reference:
SMILES,RNase H inhibition
Cc1ccc(C)n1-c1ccc(C(=O)OCC(=O)c2ccc([N+](=O)[O-])cc2)cc1,11%
Cc1ccc(NC(=S)NC(=O)c2ccc(C)c(C)c2)cc1C,16%

# The list goes on:
SMILES,RNase H inhibition
COc1ccc(Cl)cc1NC(=O)C(C)Oc1ccc(Cl)cc1Cl (stereo unspecified),41%
COc1ccc(OC)c(N(CC(=O)NCc2ccco2)S(=O)(=O)c2ccccc2)c1,1%
Cc1ccc([N+](=O)[O-])cc1NC(=O)/C=C/c1ccc2c(c1)OCO2,12%
N#C/C(=C\c1ccc(-c2ccc(Cl)c(C(=O)O)c2)o1)C(=O)NCC1CCCO1 (stereo unspecified),0%
CN(C)c1ccc(NC(=O)C2CC(=O)N(c3ccc(Br)cc3)C2)cc1 (stereo unspecified),3%
CC(C)C1S/C(=N/N=C/c2ccco2)NC1=O (stereo unspecified),1%
CC1=NN(c2ccccc2)C(O)(C(F)(F)F)C1 (stereo unspecified),9%
CCOc1ccc(N2C(=O)/C(=C/c3cc(OC)c(OC)c(OC)c3)SC2=S)cc1,0%
CCOc1cc(C2NC(=O)NC(C)=C2C(=O)Nc2ccc(Cl)cc2)ccc1O (stereo unspecified),3%
COc1ccc2c(c1)c(/C=C/c1nc3ccccc3c(=O)n1-c1ccccc1OC)c(C)n2C,5%
Cc1cc(=O)n(-c2nc(-c3ccccc3)cc(-c3ccc(Br)cc3)n2)[nH]1,20%
CCOC(=O)C(Nc1cccc(F)c1)c1ccccc1 (stereo unspecified),6%
Cc1ccc(C(=O)NC(=S)Nc2ccc(-c3nc4ccccc4o3)c(O)c2)cc1,47%
COc1ccc(C)cc1NC(=O)c1ccc(N(Cc2ccccc2)S(C)(=O)=O)cc1,14%
CC1CCCCN1C/C=C/c1ccccc1[N+](=O)[O-] (stereo unspecified),8%
O=C(/C=C/c1ccco1)N1CCN(c2cccc(Cl)c2)CC1,12%
Cc1[nH]n(-c2ccc(Cl)cc2)c(=O)c1C=Nc1ccc(S(=O)(=O)Nc2ccc(Br)cc2)cc1,13%
COc1ccc(-c2csc(/C(C#N)=C/Nc3ccc(Br)cc3)n2)cc1OC,17%
Cc1cc(C(=O)N/N=C(\CCC(=O)O)c2ccccc2)n[nH]1,0%
N#C/C(=C\c1ccc(-c2ccccc2)o1)C(=O)N1CCCCCC1,16%
COc1cccc(N2C(=O)CC(Sc3nc4ccccc4s3)C2=O)c1 (stereo unspecified),0%
COc1ccc(/C=C/C(=O)c2ccc(Cl)cc2)cc1,9%
NC1=NC(=O)/C(=C\c2ccc(-c3cccc(Cl)c3)o2)S1,35%
CCOc1cccc(C(=O)Nc2ccc(-c3nc4ccccc4[nH]3)cc2)c1,4%
CC(=O)OCC12c3ccccc3C(COC(C)=O)(c3ccccc31)C1C(=O)N(c3ccccc3)C(=O)C12 (stereo unspecified),19%
COC(=O)c1ccc(OCC(O)CN(Cc2ccccc2)Cc2ccccc2)cc1 (stereo unspecified),13%
O=C(COc1ccccc1[N+](=O)[O-])Nc1ccc2oc(-c3cccc(Br)c3)nc2c1,45%
O=C(NC(=S)Nc1ccc2oc(-c3cc(Cl)ccc3Cl)nc2c1)c1ccc(F)cc1,19%
CCOC(=O)C1(P(=O)(c2ccc(Cl)cc2)c2ccc(Cl)cc2)CCCCCC1,27%
O=C1N/C(=N/N=C/c2ccco2)SC1Cc1ccc(Cl)cc1 (stereo unspecified),0%
COc1ccccc1NC(=O)C1=C(C)NC(=O)NC1c1ccccc1Cl (stereo unspecified),2%
CCC(Sc1nc2ccccc2s1)C(=O)Nc1cccc2ccccc12 (stereo unspecified),9%
CC(=O)N(C)c1ccc(NC(=S)Nc2ccc(F)cc2)cc1,6%
CCOC(=O)C1=C(C)N=c2s/c(=C\c3c[nH]c4ccccc34)c(=O)n2C1c1ccccc1OC (stereo unspecified),21%
O=C(Nc1ccc(I)cc1Cl)c1ccc2ccccc2c1,10%
O=C(Nc1ccc(F)cc1)C1CC1(c1ccccc1)c1ccccc1 (stereo unspecified),10%
COc1ccc(C2CC(C(F)(F)F)n3ncc(C(=O)Nc4ccccc4SC)c3N2)cc1 (stereo unspecified),10%
